# Bioassay records as filed in PubChem.
# MEP2 TOR yeast: alters MEP2-GFP fluorescence in TOR pathway yeast screen; S. cerevisiae MEP2-GFP strain, flow cytometry GFP, 3 h; 100% = DMSO control level; GFP response vs DMSO, % at 10 µM; 330,000 compounds, 0.51% hits;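 active means GFP response versus DMSO above a set limit, roughly screen mean plus 3 SD, cut at about 180% in these data; inconclusive means fewer than 70 cells counted for a yeast strain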;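 further: median GFP fluorescence of the barcode-gated MEP2-GFP cells per well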
# Yeast superoxide: yeast age-related superoxide inhibition as caloric restriction mimetic; S. cerevisiae aged cells, superoxide DHE fluorescence; stronger effect = lower value; superoxide response (% of plate mean), % at 10 µM; 330,000 compounds, 0.18% hits;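 active means superoxide response under a set limit, about three screen SD below normal, cut at about 65% in these data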;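 further: yeast aged for seven days with compound at 30 °C before DHE staining; 100% = average MFI of all compound-treated wells on the plate with controls excluded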
# procasp7 counter: counter-screen for procaspase-3 activators: activators of human procaspase-7 | P55210 | 330,000 compounds, 0.093% hits | activation, % at 8.5 µM | recombinant procaspase-7, Ac-DEVD-pNA absorbance 405 nm; D23A/D198A/D206A triple mutant, cannot self-cleave; scale: DMSO 0, 5 µM enzyme 100 | AID 463210;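 active means percent activation above the screen-wide mean plus 3 SD, cut at about 25% in these data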
# Target sequence (P55210 whole entry D23A/D198A/D206A): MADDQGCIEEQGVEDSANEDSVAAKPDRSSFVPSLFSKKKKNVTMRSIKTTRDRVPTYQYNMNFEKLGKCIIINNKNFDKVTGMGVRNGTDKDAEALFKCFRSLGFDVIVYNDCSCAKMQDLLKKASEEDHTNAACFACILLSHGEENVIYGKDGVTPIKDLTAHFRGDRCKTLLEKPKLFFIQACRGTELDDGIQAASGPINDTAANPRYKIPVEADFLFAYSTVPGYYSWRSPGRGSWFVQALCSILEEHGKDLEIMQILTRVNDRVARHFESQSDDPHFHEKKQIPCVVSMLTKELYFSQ
#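 Test system: Procaspase-7 triple mutant (PC-7 D3A). Also added: Ac-DEVD-pNA substrate, 400 µM as added. Schedule: 1 h enzyme–compound preincubation and 2 h substrate reaction, both 25 °C. Signal: p-Nitroaniline absorbance at 405 nm, read at 0 and 120 min. Control set: low DMSO alone, high DMSO plus 5 µM PC-7.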
# proCasp3 act: procaspase-3 (human) activation. P42574. recombinant procaspase-3 D3A, Ac-DEVD-pNA absorbance 405 nm. activation, % at 8.5 µM. 330,000 compounds, 0.11% hits. AID 463141;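 active means activation above the mean of all tested compounds plus 3 SD, cut at about 21% in these data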;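 further: 0% = DMSO alone and 100% = DMSO wells spiked with extra 5 µM PC-3 D3A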
# Target sequence (P42574 whole entry D9A/D28A/D175A): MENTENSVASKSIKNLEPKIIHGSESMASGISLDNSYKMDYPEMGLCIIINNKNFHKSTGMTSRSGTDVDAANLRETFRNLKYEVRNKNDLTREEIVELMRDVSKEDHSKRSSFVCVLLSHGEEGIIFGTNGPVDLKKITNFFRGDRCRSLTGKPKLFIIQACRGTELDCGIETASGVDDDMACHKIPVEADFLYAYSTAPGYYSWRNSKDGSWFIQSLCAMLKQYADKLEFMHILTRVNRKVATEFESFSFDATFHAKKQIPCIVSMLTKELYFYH
#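 Assay system – Procaspase-3 D3A mutant, all three cleavage aspartates alanine · Controls – DMSO-only low control, 5 µM PC-3 D3A high control · Schedule – 1 h compound preincubation, 2 h substrate hydrolysis at 25 °C · Signal – 405 nm absorbance of p-nitroaniline, reads at 0 and 120 min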
# GASC-1 inh: human JMJD2C demethylase inhibition | Q9H3R0 | GST-JMJD2C(1-420) H3K9me3 demethylation, DELFIA europium | inhibition, % at 2.35 µM | 330,000 compounds, 0.069% hits | AID 2099;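 active means more than half of a compound's replicate wells show inhibition beyond 50%, single wells judged on their own value; inconclusive means some, but no more than half, of replicates pass 50% inhibition; inactive means no replicate passes 50% inhibition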;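 further: signal counts dimethyl H3K9 product captured on neutravidin plate; 0% = median of DMSO wells and 100% = 0.3 times that DMSO median; strong numbers were not always called active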
# Target sequence (Q9H3R0 1-420 limits assumed): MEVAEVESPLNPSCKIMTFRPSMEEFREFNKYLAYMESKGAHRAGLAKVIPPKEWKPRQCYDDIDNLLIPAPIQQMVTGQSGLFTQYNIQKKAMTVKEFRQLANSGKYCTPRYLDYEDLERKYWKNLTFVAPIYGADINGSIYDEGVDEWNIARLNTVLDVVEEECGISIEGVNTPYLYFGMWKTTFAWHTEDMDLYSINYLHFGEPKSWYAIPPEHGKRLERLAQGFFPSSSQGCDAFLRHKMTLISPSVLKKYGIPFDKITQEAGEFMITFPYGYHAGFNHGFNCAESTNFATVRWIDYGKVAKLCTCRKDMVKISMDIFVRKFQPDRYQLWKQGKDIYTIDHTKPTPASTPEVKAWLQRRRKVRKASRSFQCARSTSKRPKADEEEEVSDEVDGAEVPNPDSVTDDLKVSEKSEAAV
# AHR act: human AHR activation. P35869. AHR-responsive luciferase reporter cells, luminescence. activation, % at 5 µM. 320,000 compounds, 2.5% hits. AID 2796; in the data active means activation above about 47%;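 further: 0% = vehicle wells and 100% = reference agonist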
# RPL19A-GFP yeast: alters RPL19A-GFP fluorescence in TOR pathway yeast screen | AID 2025 | percent response vs DMSO, % at 10 µM | 330,000 compounds, 0.3% hits | S. cerevisiae RPL19A-GFP strain, flow cytometry, 3 h; stronger effect = lower value;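 active means percent response vs DMSO below 50%; inconclusive means fewer than 70 events counted for the yeast strain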;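 further: median channel GFP fluorescence of the barcoded RPL19A-GFP strain; ratio of sample median GFP to plate DMSO average so 100% = DMSO; lower means less RPL19A-GFP as with rapamycin TOR inhibition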
# LAP4 TOR yeast: yeast TOR pathway LAP4-GFP modulation | S. cerevisiae LAP4-GFP multiplex, flow cytometry GFP, 3 h; median GFP as percent of DMSO wells | GFP response vs DMSO, % at 10 µM | 320,000 compounds, 0.34% hits;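 active means GFP response vs DMSO above a set limit, about the screen mean plus 3 SD, cut at about 150% in these data; inconclusive means under 70 cell events counted for the yeast strain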
# An asterisk follows results filed as active; ? = inconclusive; · = no result given; [ ] = another dose, or the depositor's remark.
SMILES,MEP2 TOR yeast,Yeast superoxide,procasp7 counter,proCasp3 act,GASC-1 inh,AHR act,RPL19A-GFP yeast,LAP4 TOR yeast
O=C(Nc1ccc(S(=O)(=O)N2CCCC2)cc1)c1ccccc1,94,92,7,6,-14,1,90,100
COc1ccc(C(=O)NCC(O)CN2CCOCC2)cc1[N+](=O)[O-] (stereo not given),105,97,2,2,0,0,97,100
CCOc1ccc(S(=O)(=O)N2CCN(C(=O)c3sccc3C)CC2)cc1,101,97,0,-3,19,0,104,100
O=C(CSc1ccc([N+](=O)[O-])cc1)Nc1cccc(S(=O)(=O)Nc2ccccc2F)c1,105,94,-23,-22,5,1,107,110
C/C(=N/NS(=O)(=O)c1ccccc1)c1ccc(NC(=O)C(F)(F)F)cc1,219*,119,-12,0,-3,-1,101,110
COc1ccc(C(=O)NCCCNC(=O)c2ccc(C)nc2)cc1,100,90,-4,1,7,-1,99,91
CCNC(=O)CC1SC(=Nc2ccc(Cl)cc2)N(CC)C1=O (stereo not given),101,106,4,-4,1,2,106,96
CCOC(=O)c1nnn(-c2nonc2N)c1-c1ccccc1,102,108,5,-2,-8,-2,101,102
CN(C)S(=O)(=O)c1cccc(COC(=O)CN2C(=O)NC3(CCCC3)C2=O)c1,104,107,3,-4,-1,3,100,99
COc1ccc(CCN2C(=O)CC(NNC(=O)c3ccccc3Br)C2=O)cc1 (stereo not given),115,106,-7,3,36,3,106,104
Cc1ccc(Cl)cc1N(CC(=O)Nc1cccc(N(C)S(C)(=O)=O)c1)S(C)(=O)=O,102,98,-4,-4,-9,10,102,100
N#Cc1c(N)n(CCc2ccc(F)cc2)c2nc3ccccc3nc12,97,105,-8,-4,5,-6,94,95
COC(=O)C1=C(C)OC(N)=C(C#N)C1C1CCCCC1 (stereo not given),103,87,-2,9,6,4,96,101
O=C1NN=C(c2ccc(Cl)cc2)CC1c1cccc(Br)c1 (stereo not given),99,106,0,6,5,0,101,103
O=C(CN1C(=O)c2ccccc2C1=O)Oc1ccc(F)cc1,95,88,13,3,-2,2,95,102
COc1cccc(CC(NC(C)=O)C(=O)NC2CCN(S(=O)(=O)c3ccc(NC(C)=O)cc3)CC2)c1OC (stereo not given),99,107,4,6,9,-3,99,87
Cc1nc(-c2ccccc2)nc2sc(C(=O)c3ccc(F)cc3)c(N)c12,107,114,-4,-14,-10,16,103,111
O=C(Cc1c(Cl)cccc1Cl)OCC(=O)N1CCOCC1,107,101,15,5,1,23,106,107
CCn1c(Cc2ccccc2)nnc1SCC(=O)OC(C)C,103,96,3,2,23,-1,102,104
Cc1cccc(NC(=O)Cn2cc(C(=O)C3CC3)c3ccccc32)c1C,100,107,1,-10,-1,0,102,89
Cc1ccc(S(=O)(=O)N(C)CC(=O)Nc2nnc(CC(C)C)s2)cc1,102,101,6,8,-6,2,107,106
CC1CCCN(C(=O)CSc2nnc(-c3cccs3)o2)C1 (stereo not given),110,78,13,0,7,2,101,92
Cc1ccccc1CN(C)CC(=O)Nc1cccc(S(=O)(=O)N(C)c2ccccc2)c1,94,88,4,4,-1,1,101,90
CCCS(=O)(=O)NCCc1csc(-c2ccc(OC)c(OC)c2)n1,108,103,0,-1,0,9,110,103
Cc1ccc(C(OCC(O)CN2CCCCC2)c2ccccc2)cc1 (stereo not given),99,108,-5,7,-7,-1,103,93

# Given with values under each structure: entries from further up
# Values in the order – MEP2 TOR yeast, Yeast superoxide, procasp7 counter, proCasp3 act, GASC-1 inh, AHR act, RPL19A-GFP yeast, LAP4 TOR yeast
> N#Cc1c(N)n(CCc2ccc(F)cc2)c2nc3ccccc3nc12
    97, 105, -8, -4, 5, -6, 94, 95
> COC(=O)C1=C(C)OC(N)=C(C#N)C1C1CCCCC1 (stereo not given)
    103, 87, -2, 9, 6, 4, 96, 101
> O=C1NN=C(c2ccc(Cl)cc2)CC1c1cccc(Br)c1 (stereo not given)
    99, 106, 0, 6, 5, 0, 101, 103

# (next part)
SMILES,MEP2 TOR yeast,Yeast superoxide,procasp7 counter,proCasp3 act,GASC-1 inh,AHR act,RPL19A-GFP yeast,LAP4 TOR yeast
Cc1cc2nc(N3C(=O)CNC3=S)sc2cc1C,95,94,2,-4,13,3,95,94
CC1CCCC(C)N1CCCNC(=O)c1ccc2c(c1)NC(=O)c1ccccc1S2 (stereo not given),108,105,3,2,-1,0,105,94
CCOC(=O)c1ccc(S(=O)(=O)N2CCC(N3CCCCC3)CC2)cc1,99,98,8,9,-18,-1,97,102
C=CCn1c(SCC(=O)C23CC4CC(CC(C4)C2)C3)nc(O)cc1=O,106,86,-5,1,1,0,98,103
CCOC(=O)C(NC(C)=O)(Nc1ccc(F)cc1)C(F)(F)F (stereo not given),113,98,1,-3,-12,0,108,110
O=[N+]([O-])c1ccc(OCC(O)CN(C2CCCCC2)C2CCCCC2)cc1 (stereo not given),97,95,4,5,3,2,107,89
O=C(NC1CC2CCCC(C1)N2C(=O)Nc1ccccc1)C1CC1 (stereo not given),116,90,-1,10,2,0,108,106
O=C(O)c1cnc(-c2ccccc2)nc1Oc1ccccc1,97,116,-6,-6,-4,6,96,96
O=C1CC(NNC(=O)c2ccccc2)C(=O)N1 (stereo not given),102,101,-3,4,-3,4,100,95
O=C(Nc1ccc2oc(=O)ccc2c1)c1ccc(-c2ccc(Cl)cc2)o1,·,94,-4,1,-4,1,·,·
O=[N+]([O-])c1ccc2sc(SCc3nc4ccccn4c3Br)nc2c1,98,91,-4,-4,9,12,97,103
O=C(CCCC(=O)N(CC(=O)NC1CCCC1)Cc1ccccc1)Nc1ccccn1,104,105,-2,2,-1,0,102,100
CCOC(=O)c1c(C)nc2sc(C(N)=O)c(N)c2c1-c1ccc(OC)cc1,105,101,2,-13,-3,1,101,99
CCc1c(C)nc2c(-c3ccccc3)c(-c3ccccc3)[nH]n2c1=O,103,95,6,-1,2,0,105,92
COc1ccccc1NC(=S)N/N=C/c1cccc(C)c1,102,105,0,-4,0,-7,100,97
C=C(C)n1c(=O)n(Cc2ccccc2C)c2ccccc21,111,133,-2,-8,-10,2,104,101
COc1cc(/C=N/Nc2nc3ccccc3[nH]2)cc(Br)c1OCC(=O)N(C)C,107,118,9,2,9,32,105,83
Cc1ccnc(SC2CC(=O)N(c3ccc(F)cc3)C2=O)n1 (stereo not given),108,97,-14,-22,-13,-5,105,99
O=C(Nc1cccc(-c2csc(Nc3ccccc3)n2)c1)c1ccccc1,98,101,-6,-4,-3,71*,98,153*
CC(OC(=O)c1ccccc1CCc1ccccc1)C(N)=O (stereo not given),373*[may fluoresce violet],114,1,0,-3,4,22*[may fluoresce violet],78[may fluoresce violet]
O=C(CN(C(=O)c1csnn1)c1ccc(F)cc1)NCCc1ccccc1,106,81,-4,-1,7,0,96,98
CCOC(=O)C1CCN(c2nc(-c3ccccc3)nc3c2oc2ccccc23)CC1,115,114,-8,10,-3,6,97,116
COC(=O)CSC1=C(C#N)C(c2ccc(Cl)cc2)C(C(=O)OC)C(=O)N1 (stereo not given),109,94,-6,-4,-21,5,100,95
C=CCn1c(-c2csc(-c3ccc(Cl)cc3)n2)n[nH]c1=S,108,84,-4,-10,-3,3,106,100
CC(=O)Nc1ccc(S(=O)(=O)N(Cc2ccccc2)c2ccccc2)cc1,106,92,6,-2,-9,-1,103,102

# The listing continues:
SMILES,MEP2 TOR yeast,Yeast superoxide,procasp7 counter,proCasp3 act,GASC-1 inh,AHR act,RPL19A-GFP yeast,LAP4 TOR yeast
COc1cccc(CC2(CO)CCCN(CC3=Cc4cc(Cl)ccc4OC3)C2)c1 (stereo not given),95,92,2,-7,6,0,102,102
CC(=O)Nc1ccc(OCC(O)Cn2cnc3ccccc32)cc1 (stereo not given),99,100,1,3,-4,8,100,98
Brc1ccc(-c2cnco2)cc1,106,101,3,2,-24,0,108,106
O=C(Nc1ccc(Cl)cc1)c1nc[nH]c1C(=O)NCCCCNC(=O)c1[nH]cnc1C(=O)Nc1ccc(Cl)cc1,94,107,2,6,5,1,103,83
CC1(C)CC(=O)c2cc(OCC(=O)NCCCN3CCN(c4ccccc4F)CC3)ccc2O1,101,94,0,-1,12,2,98,96
COc1ccccc1NC(=O)NC(=O)c1ccccc1,112,100,2,6,-9,49*,104,100
Cc1nnc2ccc(-c3ccc(NC(=O)c4cccnc4Cl)cc3)nn12,107,94,3,1,3,-1,103,106
CC(C)CNC(=O)c1cc(S(=O)(=O)N2CCOCC2)ccc1N1CCCC1,103[may fluoresce green],103,0,-4,3,0,99[may fluoresce green],91[may fluoresce green]
COc1ccc(/C(C)=N/OC/C(O)=C(\C#N)c2nc3ccccc3[nH]2)c(OC)c1,109,104,7,11,4,14,101,90
Cc1ccc(NC(=O)CCNS(=O)(=O)c2cccc3nonc23)cc1Cl,98,100,-14,3,-6,4,94,96
Cc1ccc(N2CC(C(=O)OCC(=O)c3ccc(F)cc3)CC2=O)cc1 (stereo not given),82,109,0,-2,-3,-1,97,94
c1coc(-c2ccnc(-n3cccc3)n2)c1,98,97,11,-4,5,3,102,97
CCCc1[nH]nc2c1C(c1ccc(OC)cc1OC)C(C#N)=C(N)O2 (stereo not given),91,103,6,-2,-4,3,94,92
CC(C)C(=O)N1CCN(c2ccccc2NC(=S)NC(=O)c2ccco2)CC1,97,97,-8,-16,2,8,104,80
CCOC(=O)C1=C(C)NC(=O)NC1c1c(C)nn(-c2ccccc2)c1Cl (stereo not given),97,95,-13,-15,60*,0,96,92
O=C(Cn1cc([N+](=O)[O-])nc1[N+](=O)[O-])N1CCN(c2ccccc2)CC1,103,130,-1,2,-6,-3,104,106
COC(=O)C1=C(C(=O)OC)[C@@H]2N(C)c3ccccc3[C@@]23C[C@@H](C(=O)OC)N(C(=O)c2ccco2)C3=N1,·,·,-2,-12,0,0,·,·
CCN(CC)CCNS(=O)(=O)c1ccc(/C=C/C(=O)O)cc1,101,106,2,-2,4,4,102,93
COC(=O)c1cc(NC(=O)c2cccc(C(F)(F)F)c2)c(=O)oc1C,87,94,0,-3,26,4,82,91
Cc1c(C(=O)N2CCN(S(C)(=O)=O)CC2)oc2ccccc12,106,95,2,2,-3,3,102,108
CCOc1ccc2nc(CN3CCN(Cc4ccsc4)C(CCO)C3)ccc2c1 (stereo not given),106,100,4,2,6,2,103,103
Cc1ccc(-c2nc(-c3ccc(Cl)cc3)sc2CC(=O)O)c(C)c1,91,140,7,11,2,1,91,121
Cn1c(=O)c2c(nc(CN3CCN(C(c4ccccc4)c4ccccc4)CC3)n2CC(N)=O)n(C)c1=O,?,91,2,-3,-45,-2,?,?
CCOc1ccc(/C=C2/C(=O)N(c3ccc(OC)cc3)C(=S)N2CC(=O)OC)cc1OCC,99,103,-7,8,-6,1,97,104
O=C1NC(=O)N(Cc2ccccc2F)C1=O,105,100,-11,-7,1,0,101,95
O=C(CN1CCN(C(=O)c2ccc(-c3nc4ccccc4s3)o2)CC1)Nc1ccc(F)cc1,90,128,4,4,2,20,90,84
CN(C)c1ccc(/C(=N\O)C(F)(F)F)cc1,105,93,4,-1,26,-3,96,109
Cn1c(CC(=O)Nc2ccccc2)nnc1SCC(=O)NC1CCCC1,103,86,9,4,-16,-1,98,93
